Bfl-1 Bim block – human Bim-Bfl-1 interaction inhibition; 190,000 tested, 0.12% active; inhibition, % at 10 µM; Bead-based flow cytometry, Bim-Bfl-1 binding inhibition; AID 1008; Q16548;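 note: 0% = wells without compound plus tracer and 100% = blocker peptide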
RGS4-Gao reg – modulates binding of RGS4 to human Galphao; P09471; Multiplexed bead flow cytometry; actives lie on both sides; binding response (% of control), % at 10 µM; 220,000 tested, 0.33% active; in the data active = binding response below about 49% or above about 150%; inactive = in between;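 note: fluorescent Galphao activated with aluminum fluoride binding bead-coupled RGS4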
Mcl-1 Bim block – disrupts Bim peptide binding to human Mcl-1 | Bead-based flow cytometry, Bim peptide-Mcl-1 binding | Q07820 | 190,000 tested, 0.1% active | AID 1009 | inhibition, % at 10 µM;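 note: 0% = no compound tracer wells and 100% = peptide blocker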
Target sequence (Q07820 whole entry, looked up): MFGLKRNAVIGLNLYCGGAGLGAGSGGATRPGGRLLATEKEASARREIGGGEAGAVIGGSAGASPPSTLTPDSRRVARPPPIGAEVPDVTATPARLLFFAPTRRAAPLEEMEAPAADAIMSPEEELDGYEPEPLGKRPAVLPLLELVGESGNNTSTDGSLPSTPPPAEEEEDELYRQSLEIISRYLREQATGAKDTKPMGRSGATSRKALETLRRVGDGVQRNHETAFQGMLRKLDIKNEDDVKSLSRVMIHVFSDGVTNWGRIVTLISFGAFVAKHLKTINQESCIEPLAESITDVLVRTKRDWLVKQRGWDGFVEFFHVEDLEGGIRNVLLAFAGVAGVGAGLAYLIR
Bcl-2 Bim block – disrupts Bim peptide binding to human Bcl-2; P10415; Bead-based flow cytometry, Bim peptide-Bcl-2 binding; inhibition, % at 10 µM; 190,000 tested, 0.06% active; AID 950; in the data active = inhibition above about 40%; inconclusive = no clear call, values can overlap the other calls;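 note: 0% = no compound wells with probe peptide and 100% = reference peptide inhibitor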
Target sequence (P10415 whole entry, looked up): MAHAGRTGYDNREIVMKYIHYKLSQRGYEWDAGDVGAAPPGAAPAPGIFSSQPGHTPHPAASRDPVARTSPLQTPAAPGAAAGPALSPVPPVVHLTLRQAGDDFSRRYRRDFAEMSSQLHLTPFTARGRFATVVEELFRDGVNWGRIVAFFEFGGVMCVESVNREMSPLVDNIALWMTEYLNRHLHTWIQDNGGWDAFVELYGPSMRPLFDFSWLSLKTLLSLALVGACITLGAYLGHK
Bim-Bcl-XL – disrupts Bim peptide binding to human Bcl-XL; Q07817; bead flow cytometry, fluorescence; inhibition, % at 10 µM; 190,000 tested, 0.04% active; AID 1007
Target sequence (Q07817 whole entry, looked up): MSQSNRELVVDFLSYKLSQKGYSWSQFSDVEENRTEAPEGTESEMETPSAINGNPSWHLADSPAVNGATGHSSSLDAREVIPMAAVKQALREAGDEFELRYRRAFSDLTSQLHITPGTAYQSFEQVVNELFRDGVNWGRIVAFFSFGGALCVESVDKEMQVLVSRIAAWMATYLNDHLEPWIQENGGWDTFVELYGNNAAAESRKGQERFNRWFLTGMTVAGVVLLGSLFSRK
RGS7-Gao – regulators of human RGS7-Galphao interaction | P09471 | Multiplexed bead flow cytometry, RGS7-Galphao binding; actives lie on both sides | binding response (% of control), % at 10 µM | 220,000 tested, 0.35% active; in the data active = binding response below about 49% or above about 150%; inconclusive = no clear call, values can overlap the other calls; inactive = in between;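 note: fluorescent Galphao held in activated GDP-AlF4 state binding bead-coupled RGS7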
ABCG2 block – blocks JC-1 efflux by human ABCG2 transporter; 190,000 tested, 0.1% active; inhibition, % at 6.6 µM; IgMXP3 cells, flow cytometry; Q9UNQ0;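 active = inhibition above 80%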;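 note: 0% = DMSO and 100% = nicardipine control wells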
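Measure – % inhibition of efflux relative to nicardipine and DMSO · Test system – ABCG2 IgMXP3 and barcoded ABCB1 CCRF-Adr cell mix · Control set – nicardipine as high control, DMSO as low control · Compound – one concentration, 6.6 µM final · Signal – flow cytometry of retained JC-1 fluorescence · Timing – 10 min exposure at 25 °C with rotation, no wash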
ABCB1 inh – inhibitors of human ABCB1 transporter, ABCG2 counter-screen. CCRF-Adr cells, JC-1 efflux, flow cytometry. inhibition, % at 6.6 µM. AID 1326. 190,000 tested, 0.067% active; in the data active = inhibition above about 40%;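 note: 0% = vehicle and 100% = reference inhibitor; higher value means more JC-1 retained so stronger ABCB1 efflux block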
RGS8-Gao – modulates binding of RGS8 to human Galphao. multiplexed bead flow cytometry; actives lie on both sides. P09471. 220,000 tested, 0.34% active. AID 1423. response (percent of control binding), % at 10 µM; in the data active = response below about 60% or above about 140%; inactive = in between;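 note: Galphao activated as the GDP aluminium fluoride complex binding bead-coupled RGS8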
Bcl-W Bim block – human Bim-Bcl-W interaction inhibition. bead-based flow cytometry, Bim peptide-Bcl-W binding. inhibition, % at 10 µM. 190,000 tested, 0.02% active;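 note: 0% = bound tracer without compound and 100% = peptide blocker; higher means less fluorescent Bim peptide bound to Bcl-W beads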
Target sequence (Q92843 whole entry, looked up): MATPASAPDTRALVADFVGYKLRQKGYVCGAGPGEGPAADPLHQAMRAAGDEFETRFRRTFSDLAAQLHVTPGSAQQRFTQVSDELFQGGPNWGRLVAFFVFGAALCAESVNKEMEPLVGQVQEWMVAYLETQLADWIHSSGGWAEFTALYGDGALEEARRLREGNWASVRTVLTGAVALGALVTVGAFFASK
Bim-Bcl-B – human Bim-Bcl-B interaction inhibition. bead-based flow cytometry, Bim peptide-Bcl-B binding. inhibition, % at 10 µM. 190,000 tested, 0.073% active. Q9HD36. AID 951;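 note: 0% = tracer peptide without compound and 100% = reference inhibitor peptide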
An asterisk follows results filed as active; ? = inconclusive. Cut-off read from the data, not from the text of the source, unless noted: active = inhibition above about 40%.

SMILES	Bfl-1 Bim block	RGS4-Gao reg	Mcl-1 Bim block	Bcl-2 Bim block	Bim-Bcl-XL	RGS7-Gao	ABCG2 block	ABCB1 inh	RGS8-Gao	Bcl-W Bim block	Bim-Bcl-B
Cc1ccc(Cn2cccc2C2=NC(C)CO2)cc1 (stereo unspecified)	-2	99	-6	-2	-1	103	1	0.4	113	-4	-2
CCN(CCCn1c(=S)[nH]c2ncccc2c1=O)c1ccccc1	0	102	-3	-7	-6	99	2	0.3	101	0	-6
CC(C(=O)Nc1ccccc1)N(C)CCOc1ccc(Br)cc1 (stereo unspecified)	0	100	-2	-3	-3	100	0	-0.1	101	-5	-2
CC(C)Oc1ccc(Br)cc1/C=N\NC(N)=S	0	101	-6	-4	-3	105	1	0.2	103	-4	-9
COCCCNC(=O)CS(=O)(=O)Cc1nc(-c2cccc(OC)c2)oc1C	0	97	-1	0	0	102	4	1.2	96	0	-1
O=C(Nc1ccccc1)c1ccc(F)c(S(=O)(=O)N2CCOCC2)c1	-12	84	-2	-6	-3	84	3	0.7	90	-1	-5
Oc1ccccc1C(=S)N1CCCCCC1	-2	98	-3	-7	-3	95	-1	-0.4	100	-4	-11
Cc1cc(C(=O)N2CC(C)CC(C)C2)n(-c2ccccc2)n1 (stereo unspecified)	-9	103	-1	-7	-6	104	0	0.4	103	-1	-6
Cc1cccc(N2CCN(Cc3nc(-c4cccc(Cl)c4)oc3C)CC2)n1	-8	102	-2	-4	-3	98	0	0.2	102	-3	-5
OC(C#Cc1ccccn1)c1cccs1 (stereo unspecified)	-12	96	-4	-9	-7	97	14	0.7	99	-2	-8
O=C(C[n+]1ccc(-c2cc(C(=O)Nc3cccc(C(F)(F)F)c3)c3ccccc3n2)cc1)c1cccc([N+](=O)[O-])c1	0	102	-2	0	-1	?	1	-0.1	103	3	-10
Cc1cc(NS(=O)(=O)c2ccc(NC(=O)CCCC(=O)O)cc2)nc(C)n1	-17	103	1	1	-2	98	3	-0.1	101	0	3
COCCN(C(=O)CNC(=O)c1ccco1)C(C(=O)NC1CCCCC1)c1cccc(OC)c1 (stereo unspecified)	-16	104	0	-10	-3	102	0	0.1	103	3	-7
Cc1ccc(OCC(=O)Nc2ccc(S(=O)(=O)N3CCCCC3)cc2)c([N+](=O)[O-])n1	-4	98	-2	-4	-1	?	4	0.6	98	0	-2
CC(C)(C)c1ccc(C2C3=C(CCCC3=O)NC3=C2C(=O)c2ccccc23)cc1 (stereo unspecified)	1	95	-2	0	-5	96	3	0.7	95	0	2
COC(=O)CC1Sc2ccccc2NC1=O (stereo unspecified)	-3	103	-3	-2	-1	107	4	0.4	108	-2	0
C/C(=N\NC(=O)CCC(=O)Nc1ccccc1)c1cccs1	-2	102	-5	-2	-7	101	16	0.6	107	-5	-6
COc1ccc(NC(=O)/C=C/c2ccc(F)cc2)cn1	-19	103	-2	-7	-4	101	24	0.1	103	-3	-5
CCN(CC)S(=O)(=O)c1cccc(-c2nnc(SCC(=O)NC3CCCCCCC3)n2N)c1	-16	101	-3	-16	-7	98	3	0.3	99	-2	-10
CC(C)(C)OC(=O)N/N=C\c1ccc(OC(=O)c2cccs2)cc1	-8	93	-4	-5	-6	93	1	-0.1	97	-2	-4
COC(=O)c1ccc(N=NN2CCCCCC2)cc1	-8	100	-4	-7	1	98	3	0.3	95	-1	5
Cc1cc(F)ccc1S(=O)(=O)N1CCCOC1CNC(=O)C(=O)NCCc1c[nH]c2ccccc12 (stereo unspecified)	0	99	-5	-1	-4	98	-2	-0.7	100	0	-4
COc1ccc(CN(CC2CCCO2)C(=O)c2cc3ccccc3oc2=O)cc1 (stereo unspecified)	-11	108	-2	-3	-6	106	1	0.1	108	-4	-8
N/C(=N\O)c1ccccc1-n1cccc1	-5	98	0	-2	-1	?	1	3.9	98	1	0
CC(=O)c1cccc(NC(=O)C2CCCN(S(=O)(=O)c3ccc(F)cc3)C2)c1 (stereo unspecified)	-14	112	-3	-11	-10	109	3	0.9	106	-4	-9
CCC(=O)N1c2ccccc2-c2nnc(SC)nc2OC1c1ccc(N(C)C)cc1 (stereo unspecified)	0	105	-6	-1	-5	101	0	0.7	101	-5	-6
COc1ccc(CN(Cc2cc3cc4c(cc3[nH]c2=O)OCO4)C(=O)NC2CCCCC2)cc1	1	100	0	0	-2	101	9	0.9	102	0	-1
COc1cc(/C=C/C(=O)O)cc(S(=O)(=O)Nc2cccc(SC)c2)c1OC	-2	96	-2	-2	-2	95	-3	-0.7	85	-3	0
C#CCOCCOCCOCCNc1nc(N2CCN(C(=O)[C@H]([C@@H](C)CC)n3cc([C@@H](N)CO)nn3)CC2)nc(N2CCN(C(=O)[C@H](Cc3cc4ccccc4[nH]3)n3cc([C@@H](N)C(C)CC)nn3)CC2)n1 (stereo partly specified)	-6	105	-2	-1	-1	105	2	0.8	104	0	-5
COC(=O)c1c(C)oc2ccc(NS(=O)(=O)c3cc(OC)ccc3OC)cc12	-12	109	-5	-13	1	101	2	0.7	108	-3	-11

Shown comma-delimited: part of the list above
Molecule,Bfl-1 Bim block,RGS4-Gao reg,Mcl-1 Bim block,Bcl-2 Bim block,Bim-Bcl-XL,RGS7-Gao,ABCG2 block,ABCB1 inh,RGS8-Gao,Bcl-W Bim block,Bim-Bcl-B
COc1ccc(CN(Cc2cc3cc4c(cc3[nH]c2=O)OCO4)C(=O)NC2CCCCC2)cc1,1,100,0,0,-2,101,9,0.9,102,0,-1
COc1cc(/C=C/C(=O)O)cc(S(=O)(=O)Nc2cccc(SC)c2)c1OC,-2,96,-2,-2,-2,95,-3,-0.7,85,-3,0

Remaining list, next part
SMILES	Bfl-1 Bim block	RGS4-Gao reg	Mcl-1 Bim block	Bcl-2 Bim block	Bim-Bcl-XL	RGS7-Gao	ABCG2 block	ABCB1 inh	RGS8-Gao	Bcl-W Bim block	Bim-Bcl-B
CCOc1cc2c(C#N)c(N3CCOCC3)nc(N)c2c(N)n1	-3	103	1	3	2	105	15	1.7	101	0	1
Cc1nc(Nc2ccccc2C(F)(F)F)sc1C(=O)N(C)C	-6	103	-4	-3	-6	?	17	0.8	102	-4	-8
CC(C)(C)n1ncc2c(=O)n(CC(=O)OCc3ccccc3)cnc21	-7	104	3	-1	-2	102	2	0.7	100	1	-1
CC(C)CC(=O)c1c[nH]c(C(=O)O)c1	-1	101	0	0	2	101	7	0.0	101	0	0
CC(C)CCNC(=O)COC(=O)/C=C/c1ccc2ccccc2n1	-5	97	-4	-1	-4	?	14	0.3	99	-2	-4
Cc1ccc(C2CC(C(F)F)n3ncc(C(=O)Nc4c(C)nn(Cc5c(F)cccc5Cl)c4C)c3N2)cc1 (stereo unspecified)	-3	102	-1	-3	-6	103	11	7.4	104	-4	-7
C[N+]1(CC(=O)Nc2ccc(F)cc2)CCN(C(=O)c2ccco2)CC1	0	103	-1	1	0	102	1	0.4	102	0	0
CC(Cc1ccccc1)C(=O)Nc1ccccc1 (stereo unspecified)	1	109	-2	-1	-4	113	7	1.3	114	1	-1
COc1ccc(CN(C)C2CCCCC2)c(C)c1C	-7	97	1	-4	-14	97	0	0.0	102	4	-9
NNC(=O)c1ccc(N2CCCCCC2)c([N+](=O)[O-])c1	-3	99	-4	-3	-1	97	1	0.1	98	-1	-6
CC(C)c1nc(SCC(=O)Nc2nc3c(s2)CCCC3)c2ccccc2n1	-16	96	0	-10	-8	97	3	0.5	96	-4	-12
Cc1oc(-c2ccc3c(c2)OCCO3)cc1C(=O)NC(CCC(=O)O)C(=O)O (stereo unspecified)	-15	100	0	-6	-5	96	1	-0.5	99	0	-8
O=C(CC1C(=O)N(c2ccccc2)C(=S)N1c1ccccc1)c1ccc(Br)cc1 (stereo unspecified)	-14	102	-1	-5	-9	97	-3	0.2	100	-3	-9
Cn1c(=O)n(Cc2ccccc2F)c2ccccc21	0	104	0	1	0	101	1	-1.9	104	2	2
Cc1cc(NC(=O)CSc2nc3ccsc3c(=O)n2NC(=O)c2ccccc2)no1	1	19*	-1	1	-3	25*	7	-0.1	39*	-4	-3
Cc1ccccc1N=C1Nc2ccccc2CS1	-21	99	-9	-15	-13	95	27	0.1	102	-3	-8
CCn1c(CSc2nc(C)cs2)nc2cc(S(=O)(=O)N(C)C)ccc21	-21	102	-4	-13	-9	101	26	0.5	100	-2	-9
COc1cccc(NC(=O)NC2(C(F)(F)F)Oc3ccccc3O2)c1	0	97	0	0	-7	101	7	0.8	98	-2	-2
C=CCn1c(SCc2c(Cl)cccc2Cl)nnc1-c1cccnc1	-11	86	0	-1	5	94	2	0.8	95	3	-8
Clc1ccc(Sc2oc(/C=N/n3cnnc3)cc2Br)cc1	-8	103	-1	-6	-11	99	5	-1.0	100	-2	-9
CC(=O)N1c2c(cc(Br)cc2S(=O)(=O)N2CCN(C(=O)c3ccco3)CC2)CC1C (stereo unspecified)	-15	102	-1	-7	-3	101	10	4.8	100	-1	-7

By substructure: the entries above containing fluorine
SMILES	Bfl-1 Bim block	RGS4-Gao reg	Mcl-1 Bim block	Bcl-2 Bim block	Bim-Bcl-XL	RGS7-Gao	ABCG2 block	ABCB1 inh	RGS8-Gao	Bcl-W Bim block	Bim-Bcl-B
O=C(Nc1ccccc1)c1ccc(F)c(S(=O)(=O)N2CCOCC2)c1	-12	84	-2	-6	-3	84	3	0.7	90	-1	-5
O=C(C[n+]1ccc(-c2cc(C(=O)Nc3cccc(C(F)(F)F)c3)c3ccccc3n2)cc1)c1cccc([N+](=O)[O-])c1	0	102	-2	0	-1	?	1	-0.1	103	3	-10
COc1ccc(NC(=O)/C=C/c2ccc(F)cc2)cn1	-19	103	-2	-7	-4	101	24	0.1	103	-3	-5
Cc1cc(F)ccc1S(=O)(=O)N1CCCOC1CNC(=O)C(=O)NCCc1c[nH]c2ccccc12 (stereo unspecified)	0	99	-5	-1	-4	98	-2	-0.7	100	0	-4
CC(=O)c1cccc(NC(=O)C2CCCN(S(=O)(=O)c3ccc(F)cc3)C2)c1 (stereo unspecified)	-14	112	-3	-11	-10	109	3	0.9	106	-4	-9
Cc1nc(Nc2ccccc2C(F)(F)F)sc1C(=O)N(C)C	-6	103	-4	-3	-6	?	17	0.8	102	-4	-8
Cc1ccc(C2CC(C(F)F)n3ncc(C(=O)Nc4c(C)nn(Cc5c(F)cccc5Cl)c4C)c3N2)cc1 (stereo unspecified)	-3	102	-1	-3	-6	103	11	7.4	104	-4	-7
C[N+]1(CC(=O)Nc2ccc(F)cc2)CCN(C(=O)c2ccco2)CC1	0	103	-1	1	0	102	1	0.4	102	0	0
Cn1c(=O)n(Cc2ccccc2F)c2ccccc21	0	104	0	1	0	101	1	-1.9	104	2	2
COc1cccc(NC(=O)NC2(C(F)(F)F)Oc3ccccc3O2)c1	0	97	0	0	-7	101	7	0.8	98	-2	-2

Assay outcomes as filed in PubChem BioAssay.
